# T cell HTS = modulates CD8 T cell binding to vesicles | 2C CD8+ T cell-vesicle binding, flow cytometry; active compounds read low | calls only at 7 µM | 0.068% of 330,000 active | AID 2052;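 active means response, share of CD8 T cells binding vesicles, and their 90th percentile fluorescence all below set limits, cut at about 80% in these data, passing the limit was not always enough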
#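 Assay system: 2C TCR transgenic mouse naive CD8+ T cells, MACS-purified | Read-out: CD8+ gate FL2 mean fluorescence as % of same-row positive control | Signal: High-throughput flow cytometry with anti-B7-1 and anti-CD8 staining | Timing: Binding step 1.5 h, 37 °C, antibody labelling 20 min, ice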
# bCat nuc transl = beta-catenin nuclear translocation modulation | HeLa beta-catenin nuclear translocation, immunofluorescence imaging | nuclear translocation activity, % at 5 µM | 0.3% of 190,000 active;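 active means nuclear translocation activity above 50% at 5 µM, with a well cell count of 50 or more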;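 further: per-cell ratio of nuclear to cytoplasmic median beta-catenin stain intensity; plate controls were DMSO negative control for no effect and GSK-3 inhibitor IX positive control for full effect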
#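 Test system: HeLa cells, endogenous beta-catenin; Compound: single 5 µM dose plus 0.02–20 µM confirmation series; Times: compound exposure 24 h at 37°C; Signal: fluorescence imaging of beta-catenin antibody stain plus DAPI; Read-out: % activation, nuclear-to-cytoplasmic median beta-catenin signal ratio per cell.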
# Hep lipid drop = hepatic lipid droplet formation modulation. AML12 mouse hepatocytes, oleate lipid droplets, BODIPY imaging. inhibition, % at 6.5 µM. 0.4% of 240,000 active. AID 1656;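 active means lipid droplet intensity inhibited by at least 50%, with more than 500 cells counted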
#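 Material – AML12 mouse liver cells · Also added – oleate loading, 100 µM · Compound dosing – 6.5 µM single-point dosing · Times – overnight treatment with compound plus oleate · Measured by – fluorescence imaging, 20x objective, two fields per well · Read-out – percent inhibition of filter-corrected integrated lipid droplet intensity per well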
# Autophagy mod = modulators of autophagy. AID 463193. MEF GFP-LC3 puncta imaging; test concentration mostly 10 µM. 0.98% of 190,000 active. calls only at 10 µM (by protocol);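 active means percentage of spot-positive cells more than 3 SD above its plate mean, without a fluorescence outlier flag or 80% toxicity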;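 further: spot-positive cell cutoff set from DMSO-treated cells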
# MT stabilizer = microtubule stabilization, imaging screen; % tubulin-high responders, % at 10 µM; HeLa tubulin immunostaining HCS, 24 h; share of cells brighter than vehicle mean+2SD; 0.83% of 200,000 active;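 active means plate Z-score above 3 for both tubulin-high and condensed-nucleus cell shares, with cell loss under 80%, at 10 µM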;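 further: anti alpha tubulin signal scored within the nucleus-defined area of each cell; some results filed as inactive read as strong as hits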
# Hep lipid drop cells 6.5 µM = second read-out of Hep lipid drop, no call of its own (marks repeat the call); cell count; measured here: cell count, cytotoxicity flag;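 cells counted across two imaged fields per well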
# bCat nuc transl cell count 5 µM = further read-out of bCat nuc transl, marked with its call; cell count; measured here: cell count, cytotoxicity flag
# T cell HTS vesicle-bound % = also measured in T cell HTS; calls as there; double positive events, %; measured here: CD8+ vesicle-bound cell fraction;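 binding gate set so that unloaded-vesicle control wells show 10% double positive cells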
# MT stabilizer Hoechst-high % = second read-out of MT stabilizer, no call of its own (marks repeat the call); % Hoechst-high responders; measured here: nuclear condensation Hoechst responders;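 share of cells brighter than vehicle mean plus two SD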
# MT stabilizer cytotoxicity % = also measured in MT stabilizer; calls as there; toxicity, %; measured here: cytotoxicity by cell density;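 0% = mean cell density of plate MIN control wells and 100% = no cells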
# Autophagy mod cell loss 18 h = also measured in Autophagy mod; calls as there; toxicity, %; measured here: cell loss, nuclei count;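 cell loss after 18 h compound exposure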
# Active calls of the source: *; i = inactive; · = not tested or not shown; + = active, no number. This is a subset; rates above refer to the full screens.
SMILES,T cell HTS,bCat nuc transl,Hep lipid drop,Autophagy mod,Autophagy mod cell loss 18 h,MT stabilizer,MT stabilizer Hoechst-high %,MT stabilizer cytotoxicity %,others
CC1(NC(=S)Nc2ccc3ccccc3c2)CCS(=O)(=O)C1 (stereo unspecified),i,1.5,1,·,·,·,·,·,Hep lipid drop cells 6.5 µM=670;bCat nuc transl cell count 5 µM=1313;T cell HTS vesicle-bound %=19
Cc1ccc(/C=N/NC(=O)c2cccnc2)s1,i,2.0,-13,·,·,·,·,·,Hep lipid drop cells 6.5 µM=680;bCat nuc transl cell count 5 µM=1298;T cell HTS vesicle-bound %=58
COc1cc2c(c(OC)c1OC)-c1c(cc3c(c1OC)OCO3)C[C@H](C)[C@@](C)(O)C2,i,18,-2,·,·,·,·,·,Hep lipid drop cells 6.5 µM=653;bCat nuc transl cell count 5 µM=891;T cell HTS vesicle-bound %=22
NC(N)=NS(=O)(=O)c1ccc(NC(=S)NC(=O)c2ccccc2)cc1,i,1.6,7,·,·,·,·,·,Hep lipid drop cells 6.5 µM=690;bCat nuc transl cell count 5 µM=1258;T cell HTS vesicle-bound %=38
CCc1c(C)nc(SCC(=O)NNC(=O)Cc2ccc(OC)cc2)[nH]c1=O,i,-0.1,11,·,·,·,·,·,Hep lipid drop cells 6.5 µM=740;bCat nuc transl cell count 5 µM=1334;T cell HTS vesicle-bound %=53
CC1C(=O)OC(c2ccc(Br)cc2)C(C)(C)C1=O (stereo unspecified),i,-0.5,10,·,·,·,·,·,Hep lipid drop cells 6.5 µM=782;bCat nuc transl cell count 5 µM=1338;T cell HTS vesicle-bound %=20
CC(=O)O[C@@H]1[C@H]2[C@@H](C[C@@H](C)[C@@H]3C=CC(=O)[C@@]13C)OC(=O)[C@@H]2C,i,-1.0,-35,·,·,·,·,·,Hep lipid drop cells 6.5 µM=672;bCat nuc transl cell count 5 µM=1052;T cell HTS vesicle-bound %=30
O=C(Nc1ccccc1)c1cccc(=O)o1,i,0.7,11,·,·,·,·,·,Hep lipid drop cells 6.5 µM=763;bCat nuc transl cell count 5 µM=1289;T cell HTS vesicle-bound %=28
Cn1ncc(C(=O)Nc2ccc(OC(F)(F)F)cc2)c1-n1cccc1,i,-0.6,2,·,·,·,·,·,Hep lipid drop cells 6.5 µM=713;bCat nuc transl cell count 5 µM=1347;T cell HTS vesicle-bound %=56
COc1cc(O)c(C(CC(=O)N2CCOCC2)c2ccc3c(c2)OCO3)c(OC)c1 (stereo unspecified),i,0.6,7,·,·,·,·,·,Hep lipid drop cells 6.5 µM=707;bCat nuc transl cell count 5 µM=1053;T cell HTS vesicle-bound %=54
COc1cccc(C(=O)NCC(c2cccnc2)N2CCN(c3ccccc3OC)CC2)c1 (stereo unspecified),i,·,-42,·,·,5.6,2.4,7.8,Hep lipid drop cells 6.5 µM=829;T cell HTS vesicle-bound %=50
CN(C(=O)c1ccc(C(=O)N(C)C2CCCCC2)cc1)C1CCCCC1,·,·,·,i,-7,5.3,1.7,4.3,
COc1ccccc1C1/C(=C(\O)c2c(C)nc3c(C)cccn23)C(=O)C(=O)N1CCCN(C)C (stereo unspecified),·,·,·,i,5,2.9,1.4,9.3,
c1ccc(-c2nnc(-c3cccc(-c4nnc(-c5ccccc5)o4)c3)o2)cc1,·,·,·,i,-7,3.9,1.8,1.5,
CSc1nc2sc3c(c2c2nnnn12)CC(C)(C)OC3,·,·,·,i,3,3.8,2.0,6.5,
CCOCCCn1c(=N)c(C(=O)Nc2cc(C)on2)cc2c(=O)n3ccccc3nc21,·,·,·,i,19,2.3,1.7,6.1,
O=c1[nH]c(CN2CCCCC2)nc2c1C1(CCCC1)Cc1ccccc1-2,·,·,·,i,7,2.6,2.7,8.7,
Cn1c(=O)c2c(nc(N3CCCCC3)n2CCSc2nc3ccccc3o2)n(C)c1=O,·,·,·,i,1,1.3,2.0,5.2,
CCC1(C)Cc2c(sc3c2c(=O)n(C)c2nnc(SCC(=O)c4ccc(Cl)cc4)n32)CO1 (stereo unspecified),·,·,·,i,-5,3.3,2.4,7.1,
Cc1nc2ccccc2c(=O)n1NC(=O)Cc1ccccc1,·,·,·,i,10,1.9,2.5,5.2,
COc1cccc(C2CC(c3ccccc3Cl)Nc3ncnn32)c1 (stereo unspecified),·,·,·,i,4,2.8,2.5,12,
COc1cccc(CC(NC(C)=O)C(=O)NC2CCN(c3c4c(nc5ncnn35)CCC4)CC2)c1 (stereo unspecified),·,·,·,i,-8,3.6,1.5,2.7,
CC(C)N(C(=O)c1ccc2nc3c4ccccc4c4ccccc4c3nc2c1)C(C)C,·,·,·,i,-4,3.3,3.1,4.2,
O=c1c2cnn(-c3ccccc3)c2ncn1/N=C/c1ccncc1,·,·,·,i,1,1.5,2.3,10,
O=C(CSc1nc(N2CCCCC2)nc(N2CCCCC2)n1)NC1CCCCC1,·,·,·,i,7,1.9,1.7,16,
CN(C)CCCN1C(=O)C(=O)/C(=C(/O)c2ccc3c(c2)OCO3)C1c1ccccn1 (stereo unspecified),·,·,·,i,4,7.2,2.6,8.8,
CC12CCC(C(=O)N3CCN(C(=O)C45CCC(C)(C(=O)O4)C5(C)C)CC3)(OC1=O)C2(C)C,·,·,·,i,-3,5.1,1.0,2.4,
Clc1ccc2c(Cl)c(-c3nnc(-c4ccccc4)o3)sc2c1,·,·,·,i,12,4.4,1.8,0.1,
CCOC(=O)c1c(NC(=O)CSc2nnc(-c3ccncc3)n2Cc2ccco2)sc(C(C)=O)c1C,·,·,·,i,-1,3.3,0.9,2.5,
O=C1c2cccc3c(N4CCCCC4)ccc(c23)C(=O)N1c1ccc(Cl)cn1,·,·,·,+,4.2*,1.6,1.8,2.2,
CN=C1S/C(=C\c2cn(C(C)=O)nc2-c2ccccc2)C(=O)N1C,·,·,·,i,10,1.8,1.5,12,
CC1(C)CC(=O)C=C(NC2CCS(=O)(=O)C2)C1 (stereo unspecified),·,·,·,i,-1,3.2,1.9,4.4,
CCOc1nnnc2c1sc1nc(N3CCOCC3)c3c(c12)CC(C)(C)OC3,·,·,·,i,-9,1.8,1.7,8.1,
Cc1ccc(C(=O)N2CCN(C(=O)c3ccc(C)c(C)c3)C(C)C2)cc1C (stereo unspecified),·,·,·,i,7,3.3,1.1,1.6,
CCCn1c(=O)c2ccccc2n2c(SCc3cc(=O)n4ccsc4n3)nnc12,·,·,·,i,5,1.8,0.5,11,
CCCn1c(SCC(=O)Nc2ccccc2C(=O)OCC)nc2c1c(=O)n(C)c(=O)n2C,·,·,·,i,-3,1.6,2.2,6.3,
CCCCS(=O)(=O)NC1=NCN(C2CCN(Cc3ccccc3)CC2)CN1,·,·,·,i,-5,4.2,2.3,0.9,
CNc1nc(OCC(F)(F)F)nc(N2CCN(C34CC5CC(CC(C5)C3)C4)CC2)n1,·,·,·,i,-18,3.6,1.8,2.4,
CCn1c(SCC(=O)N2c3ccccc3Sc3ccc(Cl)cc32)nc2c1c(=O)n(C)c(=O)n2C,·,·,·,i,-4,2.4,1.9,3.9,
COc1cccc2cc(C(=O)C3=C(O)C(=O)N(CCCN4CCOCC4)C3c3ccncc3)oc12 (stereo unspecified),·,·,·,i,-4,2.2,0.5,23,

# Grouped by structure: the entries above with a Cl atom.
SMILES,T cell HTS,bCat nuc transl,Hep lipid drop,Autophagy mod,Autophagy mod cell loss 18 h,MT stabilizer,MT stabilizer Hoechst-high %,MT stabilizer cytotoxicity %,others
CCC1(C)Cc2c(sc3c2c(=O)n(C)c2nnc(SCC(=O)c4ccc(Cl)cc4)n32)CO1 (stereo unspecified),·,·,·,i,-5,3.3,2.4,7.1,
COc1cccc(C2CC(c3ccccc3Cl)Nc3ncnn32)c1 (stereo unspecified),·,·,·,i,4,2.8,2.5,12,
Clc1ccc2c(Cl)c(-c3nnc(-c4ccccc4)o3)sc2c1,·,·,·,i,12,4.4,1.8,0.1,
O=C1c2cccc3c(N4CCCCC4)ccc(c23)C(=O)N1c1ccc(Cl)cn1,·,·,·,+,4.2*,1.6,1.8,2.2,
CCn1c(SCC(=O)N2c3ccccc3Sc3ccc(Cl)cc32)nc2c1c(=O)n(C)c(=O)n2C,·,·,·,i,-4,2.4,1.9,3.9,

# Additional entries
SMILES,T cell HTS,bCat nuc transl,Hep lipid drop,Autophagy mod,Autophagy mod cell loss 18 h,MT stabilizer,MT stabilizer Hoechst-high %,MT stabilizer cytotoxicity %,others
N#Cc1c(SCc2nc3ccccc3[nH]2)nc2c(c1C(F)(F)F)CCC2,·,·,·,i,15,4.3,2.3,9.6,
CN(C)CCNC(CC(=O)Nc1ccc(Cl)c(Cl)c1)C(=O)O (stereo unspecified),·,·,·,i,-8,2.7,1.6,5.5,
CSc1nc(-c2ccccc2)nc2[nH]ccc(=O)c12,·,·,·,i,6,1.6,2.7,13,
c1ccc(-c2nnc(Cn3c4ccccc4c4nc5ccccc5nc43)o2)cc1,·,·,·,i,-16,4.2,2.7,3.6,
CSc1ccc(CN2CCC(O)CC2)cc1,·,·,·,i,-3,2.5,1.4,1.1,
COc1ccc(CC(=O)NCc2nnc(SCC(=O)N3CCN(c4ccccc4)CC3)n2C)cc1,·,·,·,i,-1,3.0,1.7,3.2,
Cc1nc(Nc2nc(=O)c3ccccc3n2C)nc2c(C)cccc12,·,·,·,i,10,2.3,1.7,15,
COC(=O)c1ccc(C(=O)OC)c(NC(=O)c2cc3ccccc3o2)c1,·,·,·,i,-1,2.5,2.5,0.4,
CCOC(=O)c1ccc2c(c1)N(CC)/C(=C\C=C1/SC(=S)N(CC)C1=O)N2CC,·,·,·,i,4,12,2.2,9.2,
Brc1ccc(C2=Nn3c(nnc3-c3ccncc3)SC2)cc1,·,·,·,i,2,1.3,0.1,14,
